High-throughput results deposited in PubChem BioAssay by National Center for Advancing Translational Sciences (NCATS).
EPAC2 agonist: agonists of human EPAC2 (RAPGEF4); EPAC2 activation, biochemical qHTS; response scale: 100% = 6.5 mM cAMP response; Potency, µM (titrated, usually from 154 µM), inactives show at the highest dose activation, usual class: activators; 360,000 tested, 0.079% active; also: potency is read from the fitted curve at half-maximal effect; nearly all actives have a fitted effect of over 50% in size
Target sequence (Q8WZA2 whole entry, looked up): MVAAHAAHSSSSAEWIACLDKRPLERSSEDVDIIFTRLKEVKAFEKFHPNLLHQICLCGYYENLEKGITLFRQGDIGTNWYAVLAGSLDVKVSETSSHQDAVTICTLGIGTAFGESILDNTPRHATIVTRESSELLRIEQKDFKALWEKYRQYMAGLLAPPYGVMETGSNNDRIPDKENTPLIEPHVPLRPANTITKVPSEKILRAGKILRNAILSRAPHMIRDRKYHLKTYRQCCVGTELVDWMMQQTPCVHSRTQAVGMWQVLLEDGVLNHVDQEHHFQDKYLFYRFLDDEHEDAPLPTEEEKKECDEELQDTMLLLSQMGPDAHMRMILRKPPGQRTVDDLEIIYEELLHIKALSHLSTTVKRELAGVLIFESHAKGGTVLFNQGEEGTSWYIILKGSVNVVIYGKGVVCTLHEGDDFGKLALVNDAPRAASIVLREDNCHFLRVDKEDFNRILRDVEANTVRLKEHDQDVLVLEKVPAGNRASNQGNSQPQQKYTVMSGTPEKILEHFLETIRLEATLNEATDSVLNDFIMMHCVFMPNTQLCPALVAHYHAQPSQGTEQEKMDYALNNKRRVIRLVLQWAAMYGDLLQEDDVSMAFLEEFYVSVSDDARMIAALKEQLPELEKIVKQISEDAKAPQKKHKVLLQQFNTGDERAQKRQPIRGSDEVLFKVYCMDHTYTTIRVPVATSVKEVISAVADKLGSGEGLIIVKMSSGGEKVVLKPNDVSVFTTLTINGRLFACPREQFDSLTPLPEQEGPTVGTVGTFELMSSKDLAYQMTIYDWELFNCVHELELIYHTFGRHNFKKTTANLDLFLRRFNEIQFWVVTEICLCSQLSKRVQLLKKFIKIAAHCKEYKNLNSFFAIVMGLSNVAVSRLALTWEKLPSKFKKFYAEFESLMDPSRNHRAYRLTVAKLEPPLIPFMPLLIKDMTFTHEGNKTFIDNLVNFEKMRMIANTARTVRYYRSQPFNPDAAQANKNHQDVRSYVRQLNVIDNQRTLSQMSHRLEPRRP
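qHTS, titration series. 100 nM EPAC2 / 250 nM Rap1B-BODIPY-GDP / 50 uM GDP; RT; ex 480/em 540 nm, 5-min reads to 30 min. Norm. to 6.5 mM cAMP = activation.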
A549 viability: kills or reduces viability of A549 cells in Nrf2 counter-screen; A549 ARE-Fluc cells, CellTiter-Fluor viability, 18-24 h; Potency, µM (doses to about 46 µM), without a hit: at the highest dose activity change, negative = cytotoxicity, actives largely listed as inhibitors; 390,000 tested, 0.16% active; also: potency is read from the fitted curve at half-maximal effect; % is scaled to controls: 0 for no effect and ±100 for the full control effect
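Cytotoxicity counterscreen: CellTiter-Fluor fluorescence was measured in A549 ARE_Fluc cells after 18-24 h of compound exposure in a concentration series. The subsequent BugLite luminescent read reports ARE-luciferase activity.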
Nrf2 inh: Nrf2 pathway inhibition. Potency, µM (titrated, usually from 46 µM), for inactives: at the highest dose activity change, negative = inhibition, usual class: inhibitors. AID 504444. 360,000 tested, 2.1% active. A549 ARE-Fluc reporter, luciferase luminescence, 18-24 h; also: potency is read from the fitted curve at half-maximal effect; % is scaled to controls: 0 for no effect and ±100 for the full control effect; nearly all actives have a fitted effect of over 60% in size
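Concentration-response testing used A549 ARE_Fluc cells at 5000 cells/well. Following an 18-24 h compound incubation, viability was read by fluorescence (Ex 405/Em 525) and luciferase output by luminescence.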
CCT modulator: cytosolic chaperonin activity modulation | purified chaperonin ATPase assay, HTRF ADP detection, 30 min | 360,000 tested, 0.3% active | activity change, % (concentration not given with the values), hits read low; in the data active = activity change below about -30%; also: % is scaled to controls: 0 for no effect and ±100 for the full control effect
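Enzyme 40 or 20 nM (batch-dependent) in Tris pH 7.4/KCl/MgCl2/DTT; cpd 76 uM single point; ATP 10 uM; 30 min 37 °C; Transcreener ADP HTRF detection, 30 min RT; ratio 665/615.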
pAkt inh: blocks phosphorylation of Akt | Neuro2A IGF-stimulated pAkt S473 HTRF, 20 min; hits give low values | activity change, % for hits at 50 µM | 360,000 tested, 0.32% active; in the data active = activity change below about -80%; inconclusive = mostly about -51% to -80%; also: % is scaled to controls: 0 for no effect and ±100 for the full control effect
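Neuro2A cells (4,500/well, DMEM with 0.5% FBS) were treated with compound at a single 50 µM final concentration, stimulated with 6 nM IGF for 20 min at 37 °C, and lysed. Phospho-Akt Ser473 was read by HTRF as 665/615 ratio ×10^4.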
Nrf2 activator: activators of Nrf2 (ARE) signaling. AREc32 ARE-luciferase reporter (MCF7-derived line), luminescence, 24 h. Potency, µM (doses to about 46.1 µM), without a hit: at the highest dose activation, usual class: activators. 410,000 tested, 0.31% active. AID 624171; also: potency is read from the fitted curve at half-maximal effect; % of control where 0% means no effect; nearly all actives have a fitted effect of over 65% in size
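AREc32 cells carrying an ARE-driven firefly luciferase reporter were seeded at 1000 cells/well in OPTI-MEM with 5% FBS, then exposed to compound for 24 hr at 37 deg C. Luminescence was read with Steady-Glo after 30 min at RT.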
EPAC2 antagonist: antagonists of human EPAC2 | EPAC2 GEF exchange of Rap1B-BODIPY-GDP, fluorescence | Q8WZA2 | Potency, µM (series often up to 114 µM), for the others: top-dose activity, negative = inhibition, actives largely listed as inhibitors | 360,000 tested, 0.18% active; also: potency is read from the fitted curve at half-maximal effect; % is scaled to controls: 0 for no effect and ±100 for the full control effect; nearly all actives have a fitted effect of over 45% in size; many of its hits are not listed in these tables
Mm-Cpn inhibitor: M. maripaludis TRiC chaperonin inhibition | purified Mm-Cpn ATPase, ADP Transcreener TR-FRET | 330,000 tested, 0.031% active | AID 504842 | Potency, µM (top dose mostly 76.9 µM), for the others: at the top dose activity, negative = inhibition, most hits filed as inhibitors; also: potency is read from the fitted curve at half-maximal effect; % is scaled to controls: 0 for no effect and ±100 for the full control effect; nearly all actives have a fitted effect of over 80% in size
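25 nM Mm-CPN + cpd, 10 min 37°C; + 10 uM ATP, 30 min 37°C; buffer 30 mM Tris pH 7.4, 100 mM KCl, 5 mM MgCl2, 1 mM DTT; Transcreener ADP HTRF detection 30 min RT.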
TGFb inhibitor: TGF-b pathway inhibition | HepG2 CAGA-GFP TGF-b/SMAD3 reporter, GFP fluorescence, 18 h; TGF-beta stimulated, 500 pg/mL final | Potency, µM (titrated, usually from 46.1 µM), for inactives: top-dose activity, negative = inhibition, actives largely listed as inhibitors | 410,000 tested, 1.2% active | AID 588855; also: potency is read from the fitted curve at half-maximal effect; % is scaled to controls: 0 for no effect and ±100 for the full control effect; nearly all actives have a fitted effect of over 65% in size
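HEPG2 CAGA-GFP, 1000 cells/well; 2 h settle, 37 C; cpd via pin tool; TGF-b 500 pg/mL final; 18 h, 37 C; GFP imaging ex488/em500-530; %Activity normalised to -TGF-b and +DMSO controls; CRC fit, curve class.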
* = called active by the depositor; i = inactive; ? = inconclusive; / = no result given; [ ] = remark or other dose. Unless noted, calls follow the shape of the dose curve; as a rule, active = well fitted curve in the direction sought with a large enough effect; inconclusive = small, poorly fitted or top-dose-only effect, or another doubt; inactive = no such curve, though single readings can be large; an effect the other way counts as inactive or inconclusive.

nr | Compound | EPAC2 agonist | A549 viability | Nrf2 inh | CCT modulator | pAkt inh | Nrf2 activator | EPAC2 antagonist | Mm-Cpn inhibitor | TGFb inhibitor
1 | Cc1ccc(-c2nc(NCCN3CCOCC3)c3ccccc3n2)cc1 | -1% | 3% | 8% | -2.1 | i | 12% | 1% | -3% | -12%
2 | O=C(O)CN1C(=O)/C(=C/c2cccc(Cl)c2)Oc2ccccc21 | 12% | -6% | 3% | -1.2 | i | 8.6% | 1% | -6% | 22%
3 | O=C(NCCCN1CCCC1=O)c1cccc(S(=O)(=O)Nc2ccc(Br)cc2)c1 | 11% | -12% | ? | -0.1 | i | 0.2% | -18% | 3% | -4%
4 | CC1CCCC(NC(=O)CSC2=Nc3ccccc3C3CC=NN23)C1C (stereo not drawn) | -11% | 0% | 9% | 2.7 | i | 2.3% | 1% | -6% | 2%
5 | CN(c1ccc(Cl)cc1)S(=O)(=O)c1nnc(NC(=O)C2CCCCC2)s1 | / | -1% | 17% | / | / | 3.5% | / | / | ?
6 | CSCc1ccc(C(=O)NC(C)c2ccc(-n3ccnc3)cc2)cc1 (stereo not drawn) | 7% | 0% | -1% | -3.6 | i | 0.2% | 8% | 2% | -4%
7 | CSc1ccc(/C=C2\CCn3c2nc2cc(C(=O)O)ccc2c3=O)cc1 | 6% | -3% | 6% | -6.7 | i | 0.2% | -3% | -2% | 5%
8 | O=C(CN1CCCc2ccccc21)NCCc1ccc(Cl)cc1 | 9% | 7% | -10% | -6.7 | i | 0.6% | -24% | -5% | ?
9 | Cc1ccc(Cl)cc1N1CCN(C(=O)c2ccc(NS(=O)(=O)c3c(C)noc3C)cc2)CC1 | 6% | -4% | ? | -2.7 | i | 4.7% | -15% | -1% | -15%
10 | Cc1ccc(S(=O)(=O)N(C)C)cc1NC(=O)CN1C(=O)NC2(CCc3ccccc32)C1=O (stereo not drawn) | 6% | / | / | -3.5 | i | 3.8% | 5% | / | -2%
11 | O=C1CCCN2N=C(SCC(=O)Nc3ccc(OC(F)(F)F)cc3)SC2=N1 | 7% | 3% | -1% | -2.4 | i | 0.1% | -2% | -3% | -26%
12 | COC(=O)N/N=C/c1c(C)nn(-c2cccc(Cl)c2)c1Cl | -2% | -19% | 7% | 1.7 | i | 2.0% | 2% | 2% | 10%
13 | COC(=O)N(NC(=O)C(O)(c1ccccc1)c1ccccc1)c1ccccc1 | -4% | -3% | 5% | 1.8 | i | -1.1% | 17% | 0% | -7%
14 | CCn1c(-c2csc(-c3ccccc3)n2)n[nH]c1=S | -7% | -2% | -12% | -2.8 | i | 2.6% | -10% | / | 28%
15 | COc1cccc(-c2ncc3ccccc3c2COC(=O)c2ccc(F)cc2)c1 | 11% | -9% | ? | 1.8 | i | 7.9% | 2% | 2% | 0%
16 | COc1ccc(C(=O)OCC(=O)NC(=O)NC(C)C)cc1OC | 6% | 10% | -13% | -1.1 | i | -0.3% | 3% | 1% | 34%[activator]
17 | Cc1ccc(S(=O)(=O)N2CCN(C3CCN(Cc4ccccc4)CC3)CC2)cc1 | 4% | -10% | -10% | -0.3 | i | -0.3% | 23% | -3% | -27%
18 | COC(=O)CC1C(=O)NCCN1C(=O)c1sc2ccccc2c1Cl (stereo not drawn) | 6% | 4% | 12% | 0.3 | i | -0.7% | -3% | 1% | 0%
19 | O=C(O)c1ccc(Cl)c(NC(=S)NC(=O)c2cccc(COc3ccccc3)c2)c1 | 14% | -7% | -9% | -16 | i | 0.5% | -6% | -2% | 12%
20 | COc1ccccc1-c1nnc(C2CCN(S(=O)(=O)c3ccc(F)c(C)c3)CC2)o1 | / | -13% | ? | / | / | 18% | / | / | ?
21 | O=C(NNC(=S)NCc1ccccc1)c1ccc(Br)cc1 | -7% | -1% | 5% | 0.1 | i | -0.5% | -9% | 0% | 8%
22 | CCN(C(=O)COC(=O)C1COc2ccccc2O1)c1c(N)n(Cc2ccccc2)c(=O)[nH]c1=O (stereo not drawn) | -5% | 1% | 2% | -2.6 | i | -1.0% | 13% | / | 5%
23 | Cc1ccccc1S(=O)(=O)Cc1ccc(C(=O)NC2CCCCCC2)o1 | 8% | 1% | -7% | -1.8 | i | -0.4% | -11% | 2% | -5%
24 | O=C(c1ccc(CNS(=O)(=O)c2ccccc2)cc1)N1CCN(c2ccccn2)CC1 | -1% | 0% | 6% | -1.1 | i | 0.1% | 4% | 1% | -5%
25 | Cn1c(C23CC4CC(CC(C4)C2)C3)n[nH]c1=S | -1% | 0% | -8% | 0.8 | i | -0.7% | 1% | 1% | -5%
26 | Cc1ccc(NN=Nc2nc3c([nH]2)c(=O)n(C)c(=O)n3C)cc1 | 2% | -5% | 0% | -5.4 | i | 7.3% | 16% | -1% | ?
27 | CC(C)(C)C(=O)CSc1ccc(S(=O)(=O)N2CCN(Cc3ccccc3)CC2)cn1 | 6% | 4% | 1% | -1.6 | i | -0.4% | 4% | 0% | ?
28 | CCOc1ccc(NC(=O)Cn2cc(S(=O)(=O)N3CCN(c4ccccc4F)CC3)c3ccccc3c2=O)cc1 | / | 0% | 4% | / | / | -0.6% | / | / | -25%
29 | O=C(Nc1ccc2nc(-c3ccccc3)oc2c1)c1ccco1 | -4% | 0% | -12% | -0.8 | i | 3.3% | 5% | -18% | -5%
30 | O=C(COC(=O)c1cc(S(=O)(=O)N2CCOCC2)ccc1Cl)NC1CC1 | 6% | 0% | -10% | -1.0 | i | 0.0% | 3% | -2% | 0%

Continuation:
nr | Compound | EPAC2 agonist | A549 viability | Nrf2 inh | CCT modulator | pAkt inh | Nrf2 activator | EPAC2 antagonist | Mm-Cpn inhibitor | TGFb inhibitor
31 | Cc1ccc2cc(CN(C)C(=O)C3CCCO3)c(=O)[nH]c2c1 (stereo not drawn) | -7% | 0% | / | -0.1 | i | 5.2% | 2% | -1% | -7%
32 | COc1ccc(C)cc1S(=O)(=O)n1ccnc1C | 2% | 10% | -3% | 1.2 | i | 0.1% | 5% | -2% | -4%
33 | O=C1NC(Cc2c[nH]c3ccccc23)C(=O)N1Cc1ccccc1 (stereo not drawn) | 2% | -7% | 7% | 0.8 | i | -0.3% | 1% | 1% | -9%
34 | COCCN1C(=O)Cc2c1nc(N)c1c(N)nc(N3CCN(c4ccc(F)cc4)CC3)c(C#N)c21 | -1% | -4% | 12% | -0.9 | i | 0.0% | 15% | 1% | 17%
35 | Cc1cc(N2C(=O)C(O)=C(C(=O)c3ccco3)C2c2ccc(O)cc2)no1 (stereo not drawn) | 6% | -28% | -7% | -2.9 | i | -1.0% | -2% | -1% | 6%
36 | CCc1ccc2[nH]c(=O)c(CN(CCCN3CCOCC3)C(=O)Nc3cccc(Cl)c3)cc2c1 | -9% | -17% | / | -3.3 | i | 10% | -3% | 0% | ?
37 | CCCCn1c(N)c(N(CCOC)C(=O)CC(NC(=O)c2ccccc2Cl)c2ccccc2)c(=O)[nH]c1=O (stereo not drawn) | 3% | 0% | 6% | 1.9 | i | -0.6% | 4% | / | -2%
38 | CCOc1ccc(CN2CCN(Cc3cn(CC)nc3C)CC2CCO)cc1 (stereo not drawn) | 0% | 1% | 11% | -0.7 | i | -0.6% | -1% | -1% | 1%
39 | Cc1ccc(C)c(NC(=O)CSc2cn(CC(=O)N3CCCC3)c3ccccc23)c1 | / | -1% | 16% | / | / | 2.9% | / | / | ?
40 | COCCN(C(=O)c1snc(C(N)=O)c1N)C(C(=O)NC1CCCCC1)c1ccc(OC)c(OC)c1 (stereo not drawn) | 9% | -2% | 7% | -0.9 | i | -1.2% | 4% | -2% | 7%
41 | O=C1C(Cl)=C(N2CCCCC2)C(=O)N1c1ccccc1Cl | 7% | 14% | / | -0.2 | i | 2.6% | -1% | -2% | 1%
42 | O=C1SCCC1NS(=O)(=O)c1ccccc1[N+](=O)[O-] (stereo not drawn) | 14% | -2% | 1% | -2.2 | i | 10% | -1% | 1% | -6%
43 | CCOc1cc(NC(=S)NCC2CCCO2)c(OCC)cc1NC(=O)C1CC1 (stereo not drawn) | 2% | 1% | 0% | -1.7 | i | 0.1% | 4% | -4% | 2%
44 | CC(C)S(=O)(=O)NC(=O)C1(C)CCN1C(=O)Cc1ccccc1Cl (stereo not drawn) | 2% | / | / | -3.1 | i | -1.2% | 8% | / | 18%
45 | CCC(=O)Nc1nc2ccc3sc(C)nc3c2s1 | -3% | -6% | ? | -4.4 | i | 8.8% | 8% | 2% | -23%
46 | Cn1c(N)c(C(=O)COC(=O)c2cnc(Cl)c(Cl)c2)c(=O)n(C)c1=O | 1% | -1% | 11% | 0.0 | i | ? | -10% | 0% | 7%
47 | CCOc1ccccc1C(=O)N1CCC(c2nc3ccccc3o2)CC1 | / | 6% | -25% | / | / | 3.9% | / | / | 0%
48 | Cc1ccccc1OCCC(=O)Nc1ccc(N2CCOCC2)cc1N1CCOCC1 | 1% | 0% | 1% | -0.5 | i | 0.4% | -5% | 0% | ?
49 | Nc1c(N(CCC2=CCCCC2)C(=O)CCCOc2ccccc2)c(=O)[nH]c(=O)n1Cc1ccccc1 | -9% | -1% | -17% | -2.9 | i | 0.4% | 3% | 1% | -11%
50 | COc1ccccc1NC(=O)N1c2ccc(F)cc2CCC1C (stereo not drawn) | 11% | -1% | -4% | -4.8 | i | -0.6% | -3% | 0% | 2%

Random excerpt: 2 entries already listed, in no set order.
nr | Compound | EPAC2 agonist | A549 viability | Nrf2 inh | CCT modulator | pAkt inh | Nrf2 activator | EPAC2 antagonist | Mm-Cpn inhibitor | TGFb inhibitor
39 | Cc1ccc(C)c(NC(=O)CSc2cn(CC(=O)N3CCCC3)c3ccccc23)c1 | / | -1% | 16% | / | / | 2.9% | / | / | ?
47 | CCOc1ccccc1C(=O)N1CCC(c2nc3ccccc3o2)CC1 | / | 6% | -25% | / | / | 3.9% | / | / | 0%

Not all compounds are listed. The share of hits here may be higher or lower than overall.
